# SENP1 inh: SENP1 (human) catalytic domain inhibition; 360,000 tested, 0.21% active; recombinant SENP1 catalytic domain, CyPet-SUMO1-YPet FRET cleavage; inhibition, % at 10 µM; Q9P0U3;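 active = inhibition at least 30% at 10 µM, raw YFP signal under a set limit, fluorescence ratio 0.5 to 1.5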;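 note: 0% = enzyme with DMSO and 100% = no enzyme wells; some results filed as inactive read as strong as hits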
#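 system = hSENP1 catalytic domain, recombinant | reagent = SFCypet-SUMO1-SFYpet substrate at 25 nM | doses = one dose per compound, 10 µM, 0.5% DMSO | incubation = enzyme reaction for 50 min at room temperature, dark | measured by = FRET, CFP and YFP emission | controls = no-enzyme low, enzyme-DMSO high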
# Apaf-1 inh: blocks human Apaf-1 apoptosome activity | reconstituted apoptosome caspase-3 activity, DEVD-Rh110 fluorescence | 330,000 tested, 0.71% active | O14727 | inhibition, % at 20 µM; active = inhibition of at least 40% at 20 µM;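 note: plate controls were DMSO wells for no effect and DEVD-CHO caspase inhibitor wells for full effect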
#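 System: Apoptosome proteins | Medium: Hepes pH 7.5 with detergent and BSA | Also added: Cytochrome c trigger plus (Z-DEVD)2-Rh110 caspase-3 substrate | Incubation: 30 min compound preincubation, 50 min activation, room temperature | Detection: Rhodamine 110 fluorescence at Ex 480/Em 540 nm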
# A3G deaminase: blocks human APOBEC3G single-stranded DNA deamination; 330,000 tested, 0.28% active; Q9HC16; inhibition, % at 20 µM; recombinant A3G, ssDNA deamination FAM/TAMRA fluorescence;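 active = inhibition of at least 40% at 20 µM, with no more than 30% in the related APOBEC3A deaminase screen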;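 note: plate controls were DMSO wells with A3G for no effect and wells lacking A3G enzyme for full effect; some compounds called inactive have numbers as strong as hits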
# Target sequence (Q9HC16 whole entry, looked up): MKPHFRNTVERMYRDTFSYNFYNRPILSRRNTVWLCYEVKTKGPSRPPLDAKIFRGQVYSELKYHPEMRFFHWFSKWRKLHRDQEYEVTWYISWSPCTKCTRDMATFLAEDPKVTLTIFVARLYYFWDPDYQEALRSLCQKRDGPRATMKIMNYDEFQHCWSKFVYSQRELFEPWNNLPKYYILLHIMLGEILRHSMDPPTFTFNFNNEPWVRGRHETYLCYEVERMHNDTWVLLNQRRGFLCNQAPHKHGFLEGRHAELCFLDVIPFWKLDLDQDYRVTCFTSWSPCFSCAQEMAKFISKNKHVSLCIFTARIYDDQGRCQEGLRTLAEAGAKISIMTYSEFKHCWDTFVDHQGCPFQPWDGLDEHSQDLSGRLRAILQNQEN
# SENP6 block: inhibitors of human SENP6 protease | Q9GZR1 | Recombinant SENP6 catalytic domain, aminoluciferin luminescence | inhibition, % at 10 µM | 330,000 tested, 1.8% active | AID 2599;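 active = inhibition above about 50% at the single tested dose, limit read from the data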;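 note: plate controls were DMSO wells with enzyme for no effect and DMSO wells lacking enzyme for full effect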
# SENP7 block: blocks the human protease SENP7; Q9BQF6; recombinant SENP7, Z-RLRGG-aminoluciferin luminescence, 40 min; 330,000 tested, 1.5% active; inhibition, % at 5 µM; AID 434973;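 active = inhibition above about 50% at the single test dose, limit read from the data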;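 note: plate controls were DMSO with enzyme for no effect and no enzyme buffer wells for full effect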
# Target sequence (Q9BQF6 706-1050 limits assumed): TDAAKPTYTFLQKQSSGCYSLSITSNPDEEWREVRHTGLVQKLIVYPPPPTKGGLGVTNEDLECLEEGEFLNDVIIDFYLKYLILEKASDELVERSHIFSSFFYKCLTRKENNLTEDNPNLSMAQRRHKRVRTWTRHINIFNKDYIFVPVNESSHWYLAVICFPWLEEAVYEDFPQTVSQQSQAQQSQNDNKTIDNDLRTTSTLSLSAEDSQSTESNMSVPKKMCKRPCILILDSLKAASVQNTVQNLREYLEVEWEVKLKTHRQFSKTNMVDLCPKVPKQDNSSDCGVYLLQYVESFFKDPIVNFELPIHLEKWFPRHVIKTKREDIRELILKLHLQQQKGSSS
# SENP8 block-1: blocks the human protease SENP8. 330,000 tested, 1.2% active. AID 2540. purified SENP8, Z-RLRGG-aminoluciferin cleavage, luminescence. inhibition, % at 10 µM; in the data active = inhibition above about 50%
# Target sequence (Q96LD8 whole entry, looked up): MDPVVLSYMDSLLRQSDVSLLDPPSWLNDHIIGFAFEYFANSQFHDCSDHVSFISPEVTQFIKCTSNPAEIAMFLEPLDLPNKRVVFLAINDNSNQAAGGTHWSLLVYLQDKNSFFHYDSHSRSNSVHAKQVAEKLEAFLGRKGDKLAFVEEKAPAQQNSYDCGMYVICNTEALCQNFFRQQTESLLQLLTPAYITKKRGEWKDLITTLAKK
# UBC13 polyUb: inhibitors of human UBC13 polyubiquitin chain formation; P61088; AID 485273; inhibition, % at 20 µM; 330,000 tested, 0.47% active; TR-FRET; in the data active = inhibition above about 45%, passing the limit was not always enough
# SENP8 block-2: inhibitors of human SENP8 protease; Q96LD8; recombinant SENP8, Nedd8 substrate fluorescence; inhibition, % at 20 µM; 360,000 tested, 0.64% active; AID 602440; in the data active = inhibition mostly above about 40%, no sharp cut-off; inactive = mostly below about 27%
# * hit, by the source's call.
SMILES,SENP1 inh,Apaf-1 inh,A3G deaminase,SENP6 block,SENP7 block,SENP8 block-1,UBC13 polyUb,SENP8 block-2
Cc1nc(NC(=O)CSc2nnc(C3CC3)n2N)c(Cl)cc1Cl,0,-8,-7,-11,-1,5,5,-1
COc1ccc(Cl)cc1NC(=O)CN(C)CC(=O)Nc1ccccc1-c1ccccc1,1,4,-13,1,2,1,18,12
CC(CC(=O)NCc1ccco1)S(=O)(=O)c1ccc2c(c1)CCN2C(=O)C1CC1 (configuration not stated),-5,-13,-6,6,3,5,1,7
COc1cc(NS(=O)(=O)c2ccc(Nc3nc(-c4cccc([N+](=O)[O-])c4)cs3)cc2)nc(OC)n1,2,10,-3,-9,3,4,-13,9
O=C(NNC(=O)C1CC1)c1cc(=O)[nH]c2ccccc12,1,-2,-2,-1,4,1,-3,-207
CCOC(=O)CCSc1nc2c(c(C(F)(F)F)c1C#N)CCC2,1,2,-4,1,-9,0,32,-208
COc1ccc(NC(C)=[N+](C)CCNS(=O)(=O)c2ccc(Cl)cc2)cc1Cl,2,13,14,-16,-9,-6,2,2
Cc1cc(S(=O)(=O)N2CCN(Cc3ccccc3)CC2)c(C)s1,0,16,0,-1,1,-3,10,2
CCOc1ccc(-c2cc(C(=O)O)c3ccccc3n2)c(OCC)c1,-1,14,0,-6,-5,0,-9,-273
CC1CCN(C(=O)c2ccc(NS(=O)(=O)c3cccc4cccnc34)cc2)CC1,2,-17,-6,-15,4,5,8,24
CCOc1ccc(OCCCC(=O)O)cc1,2,-14,-5,14,-3,3,0,8
O=C(NCCCN1CCCC1=O)Nc1ccc(Cl)cc1,2,3,1,2,7,2,5,13
Cc1cc2c(cc1S(=O)(=O)NCCc1ccc(Cl)cc1)OCC(=O)N2,2,11,-2,-4,-2,1,9,3
Cc1cc(C(=O)c2cccs2)c(N)s1,8,-10,-1,-10,-8,1,-13,-27
CCCC1=C(C(=O)OCC)C(c2ccc(F)cc2)n2ncnc2N1 (configuration not stated),1,-1,1,-25,3,2,2,26
Cc1nc2ccc(C(=O)N3CCSCC3)cc2s1,-2,9,-2,8,6,8,1,6
CCOC(=O)C(Cc1ccccc1)NC(=O)Cn1nnc(-c2ccc(SC)cc2)n1 (configuration not stated),1,10,-4,-7,13,2,3,-4
CC(C)CC1NC(=O)N(Cc2nc3ccccc3s2)C1=O (configuration not stated),-2,-5,-3,-5,6,3,5,18
CN(Cc1ccccc1)C(=O)c1ccc(NC(=O)Cc2cccc(NC(=O)C3CCN(C(=O)C4CCCCC4)CC3)c2)cc1,0,16,-4,8,7,5,-4,9
CCN(CC)C(=O)Cn1cc(S(=O)(=O)CC(=O)Nc2ccc(OC)c(OC)c2)c2ccccc21,3,6,-5,-2,-5,-1,-2,16
Cn1ccc(C(=O)Nc2sc3c(c2C#N)CCC3)n1,-9,5,3,11,2,-7,-1,-5
Oc1[nH]c2ccccc2c1N=Nc1ccccc1F,-2,0,-7,41,75*,3,-16,24
O=C(Cc1cccs1)N1CCC(c2nc3c(nnn3Cc3ccccc3)c(=O)[nH]2)CC1,2,1,-1,-14,-8,-2,11,20
CCOc1ccc(-n2c(N)c(C(=O)NCC3CCCO3)sc2=S)cc1 (configuration not stated),2,-2,17,3,5,3,3,22
COc1cccc(C(C(=O)NC2CCCCC2)N(C(=O)c2ccccn2)c2cccnc2)c1 (configuration not stated),2,-2,-1,-10,-1,-2,-10,3
CN1CCN(CCNC(=O)Cn2c(=O)c3cccn3c3ccc(F)cc32)CC1,1,-6,-7,-27,-2,-1,1,-5
Cn1cc(/C=C2/SC(=O)N(c3ccccc3)C2=O)c2ccccc21,-53,-2,0,-8,-4,-7,-11,9
Cc1nc(SCc2cccc(Oc3ccccc3)c2)n[nH]1,2,-1,-7,-20,-1,-2,2,16
Cc1ccc(NC(=S)NC(=O)/C=C/c2ccc(Cl)cc2)cc1,0,-10,-5,-11,5,-5,0,14
COc1cccc(-c2nc(CSCC(=O)NCC3CCCO3)c(C)o2)c1 (configuration not stated),2,-3,1,7,-1,-12,-1,13
CCN1/C(=C2/SC(=S)N(NC(C)=O)C2=O)Sc2ccccc21,-24,7,-1,-5,-10,-7,-19,8
CC(Oc1ccccc1)C(=O)N1CCN(C(=O)C(C)Oc2ccccc2)CC1 (configuration not stated),1,-2,-8,-6,-4,-3,3,-3
CCN(CC)c1ccc(NC(=O)c2ccco2)c(C)c1,2,2,-2,-7,-2,-7,-8,10
O=C(CCC(=O)c1ccc(F)cc1)Nc1cc(Cl)cc(Cl)c1,-7,3,-1,-20,1,-7,-5,9
CCN(CC)CCOC(=O)c1ccc2c(c1)OCCO2,1,-9,-4,-30,0,9,-1,21
CCOC(=O)c1ccc(N2C(=O)CC(N3CCOCC3)C2=O)cc1 (configuration not stated),1,-2,-1,-8,7,4,5,10
CCCc1nc2oc3c(=O)[nH]cnc3c2c2c1COC(C)(C)C2,-1,-6,-2,-15,1,0,5,-62
COC(=O)c1sc(NC(=O)c2cccc([N+](=O)[O-])c2)c(C(N)=O)c1C,1,-2,1,8,5,1,-6,12
Cc1cc(C)nc(NC(=O)c2c(-c3c(Cl)cccc3Cl)noc2C)n1,-3,5,-3,7,-2,-8,-6,4
O=C(CCCCC(=O)Nc1c(I)cc(I)c(C(=O)O)c1I)Nc1c(I)cc(I)c(C(=O)O)c1I,-1,10,-2,-6,-5,-3,-14,-2
COc1ccc(-c2oc3ncnc(N)c3c2-c2ccccc2)cc1,-5,0,-5,6,0,-4,81*,-325
CCC(=O)N1CCc2cc(S(=O)(=O)NC(C(=O)NC(C)c3ccccc3)C(C)C)ccc21 (configuration not stated),2,12,3,-1,5,5,-4,6
Cc1cc(NC(=O)CCC(=O)N(Cc2cccs2)C(C(=O)NC2CCCC2)c2ccccc2)no1 (configuration not stated),3,13,0,-1,9,-2,-4,17
COc1ccc(N2CCN(C(=O)CCN3C(=S)NC(C)(C)CC3C)CC2)cc1 (configuration not stated),-1,-5,-7,14,4,-2,-2,10
O=C(/C=C/c1c(F)cccc1Cl)Nc1ncccn1,-6,9,-3,22,25,2,-9,10
CC(=O)c1ccc(NC(=S)NNC(=O)c2ccncc2)cc1,2,1,-4,1,-6,-15,-16,4
Clc1cccc(-c2csc(Nc3cccnc3)n2)c1,2,12,23,-18,-1,-7,3,11
O=C(c1ccc(N2CCCCC2)c([N+](=O)[O-])c1)N1CCN(c2ccccn2)CC1,4,4,-5,5,7,2,-4,16
COc1ccc(N2CC(C(=O)N3CCN(c4ccccc4F)CC3)CC2=O)cc1 (configuration not stated),-2,11,-11,-10,-14,-5,-2,20
COc1ccc(C(=O)N2CCC(n3c(C)nc4cc(F)ccc43)CC2)cc1OC,1,3,2,-4,1,4,5,5
COCCCN1C2=C(C(=O)CC(C)(C)C2)C(c2ccc(OC)c(OC)c2)C2=C1CC(C)(C)CC2=O,-35,6,-1,-12,13,-6,-5,-171
O=C(COc1ccc(Cl)cc1Cl)N/N=C1\CCCc2ccccc21,2,24,1,-13,5,-12,-3,11
COCCNC(=O)CN1C(=O)NC2(CCCCCC2)C1=O,0,-1,-9,5,-5,0,4,12
O=C1CCN(Cc2ccccc2)N1,0,7,-5,-16,-4,-5,-2,8
CC(OC(=O)c1cc(S(=O)(=O)N2CCOCC2)ccc1F)C(=O)NCc1ccc2c(c1)OCO2 (configuration not stated),3,2,-10,-20,1,-4,-1,-10
Cc1ccc(C)c(-n2nnnc2SCC(=O)NCC2CCCO2)c1 (configuration not stated),1,-2,-5,1,7,-7,4,10
CC(CN1CCN(C/C=C/c2ccccc2)CC1)c1ccccc1 (configuration not stated),-1,-3,-2,-9,0,10,-2,13
COc1cc(-c2nc(S(=O)(=O)c3ccccc3)c(N3CCOCC3)o2)cc(OC)c1OC,3,-3,-4,4,3,-5,3,8
Cc1cccc(NC(=O)c2nc[nH]c2C(=O)N(C)Cc2ccccc2)c1,-1,8,-7,-2,9,3,12,13
CCCCN(CC(=O)Nc1cccc(S(=O)(=O)N2CCCC2)c1)Cc1nc2ccccc2c(=O)[nH]1,-35,4,-11,-4,-7,-14,0,-39

# Shown as labelled records: entries from further up
molecule: COc1ccc(C(=O)N2CCC(n3c(C)nc4cc(F)ccc43)CC2)cc1OC
  SENP1 inh: 1	Apaf-1 inh: 3	A3G deaminase: 2	SENP6 block: -4	SENP7 block: 1	SENP8 block-1: 4	UBC13 polyUb: 5	SENP8 block-2: 5
molecule: COCCCN1C2=C(C(=O)CC(C)(C)C2)C(c2ccc(OC)c(OC)c2)C2=C1CC(C)(C)CC2=O
  SENP1 inh: -35	Apaf-1 inh: 6	A3G deaminase: -1	SENP6 block: -12	SENP7 block: 13	SENP8 block-1: -6	UBC13 polyUb: -5	SENP8 block-2: -171
molecule: O=C(COc1ccc(Cl)cc1Cl)N/N=C1\CCCc2ccccc21
  SENP1 inh: 2	Apaf-1 inh: 24	A3G deaminase: 1	SENP6 block: -13	SENP7 block: 5	SENP8 block-1: -12	UBC13 polyUb: -3	SENP8 block-2: 11
molecule: COCCNC(=O)CN1C(=O)NC2(CCCCCC2)C1=O
  SENP1 inh: 0	Apaf-1 inh: -1	A3G deaminase: -9	SENP6 block: 5	SENP7 block: -5	SENP8 block-1: 0	UBC13 polyUb: 4	SENP8 block-2: 12

# Continued.
SMILES,SENP1 inh,Apaf-1 inh,A3G deaminase,SENP6 block,SENP7 block,SENP8 block-1,UBC13 polyUb,SENP8 block-2
Cc1ccc(S(=O)(=O)N2Cc3ccccc3CC2C(=O)NC(C)(C)C)cc1 (configuration not stated),0,9,-4,-2,10,8,1,12
Cc1ccc(-n2ncc3c(=O)[nH]c(SCC(=O)N4CC(=O)Nc5ccccc54)nc32)cc1,2,2,-7,-20,-3,-13,-12,5
CCOC(=O)c1cc(C#N)c(N2CCCNCC2)nc1C(F)(F)F,0,3,1,5,-1,0,4,-42
O=C(CNC(=O)c1ccc(Br)o1)NC1CCCCCC1,3,7,4,4,-3,14,6,-2
N#Cc1ccc(S(=O)(=O)N2CCCN(c3nc4ccc(Cl)cc4s3)CC2)cc1,0,9,-10,-23,11,-8,-1,1
CC1(C)CC2(CCO1)OC(=O)CC2C(=O)Nc1ccccc1Cl (configuration not stated),1,-9,-9,-6,1,1,5,4
O=C(Cc1ccc(S(=O)(=O)N2CCOCC2)s1)NCCOc1ccccc1F,-4,-2,-7,-9,-2,9,1,-10
O=C(CSc1nnc(CNC(=O)c2ccccc2F)o1)NC1CCCCC1,1,-8,-7,-6,13,0,-7,18
COc1cc2c(cc1OC)C(COc1ccc([N+](=O)[O-])cc1)N(C(C)=O)CC2 (configuration not stated),0,5,31,1,4,-3,5,14
CCOc1cc(C)c(Cl)cc1S(=O)(=O)NCCOC,2,5,1,2,0,-8,1,12
COc1ccccc1N1CC=C(c2cccc([N+](=O)[O-])c2)NC1=O,-2,-20,-3,-7,-1,4,-4,19
COc1cc(C(=O)NCCC(=O)NC(C)CCc2ccccc2)cc(OC)c1OC (configuration not stated),1,7,-3,16,-1,19,5,9
Clc1ccc2c(NCc3cccs3)ncnc2c1,-1,2,-6,2,9,3,4,-42
CSC(=NCc1ccc(F)cc1)NS(=O)(=O)c1cccs1,-2,-5,-10,-11,5,-3,25,7
COc1ccc2[nH]c(C(=O)O)c(CCN3C(=O)c4cccc([N+](=O)[O-])c4C3=O)c2c1,4,-7,1,-1,5,-2,-1,19
CC(C)S(=O)(=O)c1nsc2nc(=O)c(/C=C3\C=Nc4ccccc43)c(N)n12,-34,-3,-5,2,12,7,-2,-138
O=S(=O)(Nc1ccc(S(=O)(=O)Nc2cccc3ccccc23)cc1)c1ccccc1,2,8,-3,7,-1,5,3,-294

# Entries from the list above that contain a CF3 group (two):
SMILES,SENP1 inh,Apaf-1 inh,A3G deaminase,SENP6 block,SENP7 block,SENP8 block-1,UBC13 polyUb,SENP8 block-2
CCOC(=O)CCSc1nc2c(c(C(F)(F)F)c1C#N)CCC2,1,2,-4,1,-9,0,32,-208
CCOC(=O)c1cc(C#N)c(N2CCCNCC2)nc1C(F)(F)F,0,3,1,5,-1,0,4,-42
